Bioassay records from PubChem.
p53ts 39C kill = qHTS Screen for Compounds that Selectively Target Cancer Cells with p53 Mutations: Cytotoxicity of p53ts Cells at the Nonpermissive Temperature | H1299-p53A138V viability at 39C, ATP luminescence, 24 h | Potency, µM (doses to about 46.1 µM), for the others: at the top dose activity change, negative = cell killing, actives largely listed as cytotoxic | 130,000 compounds, 1.5% hits | AID 902, 2007; also: nearly all actives have a fitted effect of over 55% in size
IkB signaling = IkB Signaling. ABC-DLBCL IkBa-CBG/CBR dual luciferase ratio, 4 h; response scale: scaled: untreated 0%, proteasome inhibitor 100%. Potency, µM (top dose mostly 57.1 µM), inactives show top-dose IkBa stabilization activation. 110,000 compounds, 0.04% hits. AID 445, 2006; active = well fitted curve in the direction sought with a large enough effect in the signal ratio, not every such curve was filed as active; inconclusive = small, poorly fitted or top-dose-only effect, or a change in a side signal; the % refers to the signal ratio;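 also: the direction sought is a rising ratio; 0% = basal untreated cells and 100% = reference inhibitor full response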
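Luminescence ratio of IκBα-fused green versus native red beetle luciferase in OCI-Ly3 cells, 4 h post-doxycycline with compound; red signal alone, scaled from basal (0%) to zero light (-100%), flagged nonspecific or cytotoxic effects.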
p53ts 32C tox = qHTS Screen for Compounds that Selectively Target Cancer Cells with p53 Mutations: Cytotoxicity of p53ts Cells at the Permissive Temperature. H1299-p53A138V at 32C, ATP luminescence viability, 24 h. Potency, µM (series often up to 46.1 µM), inactives show top-dose activity change, negative = cytotoxicity, hits mostly cytotoxic. 130,000 compounds, 0.93% hits. AID 924, 2007;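 also: 0% = DMSO and -100% = full killing by reference compound; nearly all actives have a fitted effect of over 55% in size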
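Cells: H1299 p53ts (A138V), 600/well, pre-incubated 16–30 h at 37C. Cpd up to 46 uM, 24 h, 32C. Readout: ATPlite luminescence, 20 min RT. Normalization: DMSO vs tamoxifen 100 uM. AC50 by Hill equation.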
Peg3 imprint = qHTS Assay for Compounds that Induce Erasure of Genomic Imprints | mouse ES Peg3-LacZ reporter, beta-gal luminescence, 40 h | Potency, µM (highest dose often 60.7 µM), for inactives: at the highest dose activity change, positive = activation, most hits filed as activators | 110,000 compounds, 0.02% hits | AID 1948, 2009;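 also: 0% = negative control wells on the plate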
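Each well holds 300 Peg3LacZ-Neo (maternal) female ES cells incubated 40 h at 37C, 5% CO2. LacZ is measured by BetaGlo luminescence, with AC50 and maximum efficacy derived from dose-response curves.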
Active calls of the source: *; ? = inconclusive; · = no result given; & = joins results of further samples; [ ] = remark or other dose. Unless noted, calls follow the shape of the dose curve; as a rule, active = well fitted curve in the direction sought with a large enough effect; inconclusive = small, poorly fitted or top-dose-only effect, or another doubt; inactive = no such curve, though single readings can be large; an effect the other way counts as inactive or inconclusive. Unless noted, % is scaled to controls: 0 for no effect and ±100 for the full control effect; potency is read from the fitted curve at half-maximal effect.

| mol | p53ts 39C kill | IkB signaling | p53ts 32C tox | Peg3 imprint |
| --- | --- | --- | --- | --- |
| NC(=O)c1ccc(-c2ccc(Br)cc2)o1 | -14.1% | 6.2% | -3.6% | -10.5% |
| CCOC(=O)N1CCN(C(=O)c2ccc(C)c(S(=O)(=O)Nc3cccc(C)c3C)c2)CC1 | 6.4% | -4.3% | -1.1% | -18.0% |
| Cc1cc(-c2ccccc2)n2nc(-c3ccccc3)cc2n1 | -20.2% | ? | -4.2% | 6.2%[10.9 µM] |
| Cc1noc(C)c1-c1cc(NC2CC2)ncn1 | -0.3% | 2.2%[11.4 µM] | 6.2% | -1.7% |
| CC1=C(C(=O)Nc2ccc(C)cc2C)C(c2ccc(C(=O)O)cc2)n2nc(SCc3ccccc3)nc2N1 (stereo unspecified) | -6.2% | 3.9% | 6.1% | -2.4%[10.9 µM] |
| COc1cccc(NC(=O)c2oc3ccccc3c2NC(=O)c2ccc(OC(C)C)cc2)c1 | 10µM* | 0.8% | ? | -16.0%[10.9 µM] |
| CCCCC(CCCC)=N/N=C/c1c(O)n(CC)c2cc(C3=NNC(=O)CC3)ccc12 | 10.4% | · | -12.9% | · |
| CC(=O)Nc1nc(-c2ccc(Cl)cc2)nc(C)c1C(C)=O | 4.0% | 1.1% | -8.2% | -3.0% |
| Cc1ccnc(NS(=O)(=O)c2ccc(NS(=O)(=O)c3ccccc3)cc2)n1 | 16.1% | · | 1.2% | · |
| O=S(=O)(c1cccc2nsnc12)N1CCCC1 | -10.6% | 1.5% | 1.8% | -3.5% |
| Cc1cc(N2CCN(C(=O)c3ccco3)CC2)n2nc(-c3cccc(Cl)c3)cc2n1 | ? | 4.5% | ? | -3.3% |
| COc1ccc(COC(=O)N/N=C2/C[C@@H](O)[C@@H](O)[C@@H]3[C@@H]4C(=O)N(Cc5ccccc5)C(=O)[C@H]4CC[C@@H]23)cc1 | 10.1%[9.22 µM] | · | 2.9%[9.22 µM] | · |
| Cc1cc(C)cc(Nc2nc3cc(Cl)c(Cl)cc3nc2-n2nc(C)cc2C)c1 | 11.1% | 6.5% | 6.8% | 17.0%[10.9 µM] |
| CCOc1cc(-n2nc(C)c(C#N)c2N)nc(SC)n1 | -2.4% | · | -6.7% | · |
| O=C(Nc1cc(C(=O)N2CCCC2)ccc1N1CCCC1)C1CC1 | -0.2% | · | 0.2% | · |

| mol | p53ts 39C kill | IkB signaling | p53ts 32C tox | Peg3 imprint |
| --- | --- | --- | --- | --- |
| CCOC(=O)c1cnn(CCOC(=O)C(C)(C)C)c1NC(=O)C(C)(C)C | -4.1% | -0.3% | 0.6% | -2.2% |
| CCN(CC)c1ccc2cc(-c3nc(-c4cc(OC)c(OC)c(OC)c4)no3)c(=O)oc2c1 | 9.6% | -2.7% | 2.3% | -10.4%[10.9 µM] |
| O=C(NCc1ccccc1Cl)c1cccc(C(F)(F)F)c1 | 15.8µM* | · | -25.3% | · |
| COc1ccc(Br)cc1CNC(=O)C1CCCN(S(C)(=O)=O)C1 (stereo unspecified) | -23.4% | ? | ? | -52.5%[inhibitor] |
| CCOC(=O)N1CCN(C(=O)c2cc(C)c3c(C)nn(-c4ccccc4)c3n2)CC1 | 4.0% | -1.4% | -5.5% | -9.3% |
| O=C1CC(N2CCOCC2)C(=O)N1Cc1ccc(N2CCCC2=O)cc1 (stereo unspecified) | 2.7% | -0.9% | 1.5% | 4.3% |
| CCOC(=O)CCN1C(=O)[C@@H]2[C@H]3C(=CC[C@H]2C1=O)C(=O)[C@H]1O[C@H]1[C@H]3O | -13.3%[9.22 µM] | · | -0.6%[9.22 µM] | · |
| Cc1c(C(=O)N2CC(C)OC(C)C2)sc2nc(-c3ccc(F)cc3)cn12 (stereo unspecified) | 1.2% | 2.0% | -5.4% | -8.3% |
| CCc1ccccc1NC(=O)CSc1nc2n[nH]c(C)c2c(=N)n1-c1cccc(C)c1 | -25.5% | -0.4% | -0.1% | -11.4%[10.9 µM] |
| CCCCC(=O)Nc1ccc(C(=O)OCc2cc(=O)n3nc(C4CC4)sc3n2)cc1 | -19.7% | -1.0% | -9.8% | -4.5%[10.9 µM] |
| Cc1sc2ncnc(OCC(=O)NCc3cccs3)c2c1C | -5.8% | -1.4% | 0.4% | -15.6% |
| CCS(=O)(=O)N1CCc2cc(C(=O)NCCc3ccc(OC)cc3)ccc21 | 13.7% | 9.2% | -7.9% | 3.5%[10.9 µM] |
| O=C(O)CCC(=O)Nc1nnc(C(F)(F)F)s1 | 4.0% | 0.4% | 2.9% | 8.3% |
| C=C(C#N)C(=O)OCC | 2.9% | 3.5% | -6.4%[1.84 µM] | -5.4% |
| Cc1ccc(C)c(-n2c(Cc3cc(=O)[nH]c(=O)[nH]3)nnc2SCC(=O)NCC2CCCO2)c1 (stereo unspecified) | 5.7% | 1.9% | 4.4% | -6.3% |

| mol | p53ts 39C kill | IkB signaling | p53ts 32C tox | Peg3 imprint |
| --- | --- | --- | --- | --- |
| Cc1ccc(C(=O)Nc2ccc(F)cc2)cc1S(=O)(=O)N1CCCCCC1 | -26.0% | ? | -19.4% | -10.2%[10.9 µM] |
| Cc1ccccc1NC(=O)CSc1[nH]c(=O)cc(C)c1C#N | -5.8% | 3.9% | -19.3% | -13.0% |
| O=C(NC1CCCC1)c1ccc2c(=O)n(Cc3ccccc3)c(SCc3cccc([N+](=O)[O-])c3)nc2c1 | 13.3% | 3.1% | 11.1% | -9.9%[10.9 µM] |
| CCCCSc1nsc(NC(C)=O)n1 | -18.9% | 0.4% | -7.8% | -49.4%[inhibitor] |
| Brc1c(NC2=NCCN2)ccc2nccnc12 | 16.8%&-2.1% | 0.1%&0.5% | 5.8%&-3.4% | 16.9%&7.5%&-0.2% |
| CCOC(=O)CCCn1c(C)nc(=O)c(-c2ccccc2)c1C | -5.3% | 0.8% | 9.7% | -5.2% |
| CCCS(=O)(=O)NCCc1cc2ccc(C)cc2[nH]c1=O | 0.6% | -2.1% | -8.0% | 0.6% |
| O=C(CSc1nc2c([nH]c3ccccc32)c(=O)n1-c1ccc(Cl)cc1)N1CCCC1 | -20.6% | 1.4% | 9.4% | -3.8%[10.9 µM] |
| CSCC[C@H](NC(=O)C1CCN(S(=O)(=O)c2ccc(C)cc2)CC1)C(=O)NCc1ccco1 | 4.9% | 0.7% | 7.4% | -7.9% |
| CCOc1ccc(CCNC(=O)c2cc3sccc3n2CC)cc1OCC | -4.2% | ? | 7.6% | -22.4%[10.9 µM] |
| CCOC(=O)c1ccc2nc(NC(=O)c3ccco3)sc2c1 | ? | ? | ? | -84.8%[inhibitor] |
| COc1ccccc1-n1c(=O)c2c3c(sc2n(C)c1=O)CN(C(C)=O)CC3 | -12.7% | 2.9% | -4.1% | -7.4%[10.9 µM] |
| Fc1ccc2nc(-c3ccccc3)nc(SCc3nnc(-c4ccccc4)o3)c2c1 | 2.7% | 1.9% | 3.9% | -7.5% |
| Cc1nc(-c2ccc(C(=O)N3CCOCC3)cc2)cs1 | -5.2% | 0.0% | -0.1% | -80.7%[inhibitor] |
| Cc1nnc(SC(C)C(=O)Nc2ccc(S(=O)(=O)NC3CCCCC3)cc2)s1 (stereo unspecified) | -3.0% | · | -6.6% | · |

smiles,p53ts 39C kill,IkB signaling,p53ts 32C tox,Peg3 imprint
CC(=O)N1[C@H](C)C=C[C@]1(Cc1ccccc1)C(=O)NCCN1CCOCC1,15.7%,·,15.3%,-13.9%
CCn1cc(C(=O)N2CCCc3ccccc32)c2cc(OC)c(OC)cc2c1=O,-7.5%,0.6%,-16.8%,-4.2%
COC(=O)c1sc2cccc(F)c2c1S(=O)(=O)Nc1cc(C)c(Cl)cc1OC,-14.0%,1.7%,6.2%,-7.8%[10.9 µM]
CCOC(=O)c1c(C)oc2nc(C)nc(NCCCN3CCN(c4cc(C)ccc4C)CC3)c12,-0.8%,?,-0.6%,2.6%[10.9 µM]
COC(=O)c1cc(Br)c(=O)n(CCN2CCOCC2)c1,2.4%,-0.3%,8.9%,7.0%
O=C(Nc1c(-c2ccccc2)nc2ccccn12)c1ccccc1F,-3.7%,?,-2.0%,13.9%[10.9 µM]
Cc1cc(C)n(C(=O)CCN2C(=O)c3ccccc3C2=O)n1,-6.1%,·,3.1%,·
O=C(CCS(=O)(=O)c1ccc(Br)s1)NCc1ccc2c(c1)OCO2,-1.0%,3.3%,6.4%,-7.1%
CCOC(=O)c1nc(Nc2cccc(C)c2)c2ccccc2n1,-9.0%,-0.1%,5.9%,-14.3%[10.9 µM]
COc1cc(NC(=O)c2ccc(COc3ccccc3Br)o2)cc(OC)c1OC,-9.4%,?,-0.6%,-19.4%
CN(C)S(=O)(=O)c1ccc2c(c1)N(CC(=O)N1CCN(c3cccc(Cl)c3)CC1)CCS2,-11.9%,?,-5.0%,-8.0%[10.9 µM]
Cc1ccc2nc(SCC(=O)NC(=O)NCc3ccco3)[nH]c2c1,-12.2%,4.5%,-6.6%,-10.5%
CC1CCc2noc(NC(=O)c3ccc([N+](=O)[O-])cc3)c2C1 (stereo unspecified),2.8%,2.7%,2.8%,-6.4%[10.9 µM]
CC1CCCC(C)N1C(=O)CSc1nnc(-c2cccs2)o1 (stereo unspecified),-28.5%,0.7%,-23.5%,-13.7%
CCOC(=O)c1ccccc1NC(=O)N1CCCN(S(=O)(=O)c2ccc3c(ccn3CC)c2)CC1,-25.1%,?,4.2%,-13.0%[10.9 µM]

Individual results from the list:
CCOC(=O)c1c(C)oc2nc(C)nc(NCCCN3CCN(c4cc(C)ccc4C)CC3)c12 in p53ts 32C tox is listed with -0.6%
CN(C)S(=O)(=O)c1ccc2c(c1)N(CC(=O)N1CCN(c3cccc(Cl)c3)CC1)CCS2 in p53ts 32C tox is listed with -5.0%
CCn1cc(C(=O)N2CCCc3ccccc32)c2cc(OC)c(OC)cc2c1=O in IkB signaling is listed with 0.6%
O=C(Nc1c(-c2ccccc2)nc2ccccn12)c1ccccc1F in p53ts 39C kill is listed with -3.7%

Molecules from the list above with a nitro group on carbon, in the order listed:
smiles,p53ts 39C kill,IkB signaling,p53ts 32C tox,Peg3 imprint
O=C(NC1CCCC1)c1ccc2c(=O)n(Cc3ccccc3)c(SCc3cccc([N+](=O)[O-])c3)nc2c1,13.3%,3.1%,11.1%,-9.9%[10.9 µM]
CC1CCc2noc(NC(=O)c3ccc([N+](=O)[O-])cc3)c2C1 (stereo unspecified),2.8%,2.7%,2.8%,-6.4%[10.9 µM]

(cont.)
smiles,p53ts 39C kill,IkB signaling,p53ts 32C tox,Peg3 imprint
Cc1cc(C)cc(NC(=O)C(CC(C)C)NC(=O)C2CCCCC2)c1 (stereo unspecified),-13.9%,0.4%,10.0%,-4.4%[10.9 µM]
Cc1ccc(S(=O)(=O)N2CC3(C)CN(S(=O)(=O)c4ccc(C)cc4)CC(C)(C2)C3O)cc1 (stereo unspecified),9.5%,-0.4%,5.6%,10.6%
C[C@]12CCC3c4ccc(O)cc4CCC3C1CCC2OC(=O)CCC1CCCC1 (stereo partly specified),-15.1%,·,?,-14.2%
CCOc1ccccc1C(=O)Nc1ccc(S(=O)(=O)Nc2nc(C)cc(C)n2)cc1,-7.1%,-4.9%,1.6%,-5.9%[10.9 µM]
CC(=O)N1CCCc2cc(S(=O)(=O)N3CCCC(C(=O)N4CCN(c5ccccc5F)CC4)C3)ccc21 (stereo unspecified),-12.7%,?,-2.2%,-21.6%[10.9 µM]
O=S(=O)(NCc1ccc(Cl)cc1)c1ccc(N2CCCCS2(=O)=O)cc1,-13.2%,5.0%,1.4%,-17.7%[10.9 µM]
Cc1cc(OCC(=O)Nc2c(C(=O)c3ccccc3)oc3ccccc23)cc(C)c1Cl,-14.3%,-1.3%,6.5%,12.2%[10.9 µM]
O=C(Cn1ncc2c(=O)oc3ccccc3c21)NC1CC1,-2.0%,?,-1.7%,-5.2%
CCOC(=O)Cc1csc(NC(=O)CSc2nc(C)cc(=O)[nH]2)n1,-19.3%,1.4%,0.2%,-16.1%
CCOc1ccccc1NC(=O)Cc1ccccc1OC,1.6%,-0.8%,2.3%,0.4%
COc1ccccc1CNC(=O)CCC1N=C2c3ccccc3N=C(SCc3ccc(C)cc3)N2C1=O (stereo unspecified),9.1%,1.2%,26.0%,-18.0%[10.9 µM]
